ABHD5-PLIN5 inh: blocks binding of human ABHD5 to perilipin-5 | Q00G26+Q8WTS1 | Split G. princeps luciferase complementation, luminescence, 4 h | inhibition, % at 4 µM | actives 0.78% (n = 360,000) | AID 602281;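 active means inhibition above the mean inhibition across every tested compound plus 3 SD, cut at about 22% in these data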;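 further: 0% = DMSO only wells and the 100% control is not disclosed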
NCOA1 inh: inhibitors of human steroid receptor coactivator 1 (SRC1); HEK293 GAL4-SRC1 luciferase reporter, luminescence; actives 0.12% (n = 360,000); Q15788; inhibition, % at 3.6 µM; AID 588354;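 active means inhibition above the campaign mean plus 3 SD, with each screening campaign given its own cutoff, cut at about 60% in these data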;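 further: 0% = DMSO treated cells and 100% = gossypol at 36 µM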
COUP-TFII inh: blocks human COUP-TFII nuclear receptor; P24468; inhibition, % at 8.6 µM; HEK293T NGFI-A luciferase reporter, luminescence; actives 0.7% (n = 370,000); AID 686940;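 active means inhibition above a per-plate cutoff, mean inhibition of test wells between control levels plus 3 SD, cut at about 38% in these data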;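 further: cells cotransfected with COUP-TFII expression vector driving the NGFI-A reporter; 0% = median of COUP-TF2 test wells and 100% = reporter-only cells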
MC4R antagonist: human MC4R antagonism in cAMP assay. P32245. MC4R-expressing cells, MTII-stimulated cAMP, LANCE TR-FRET. inhibition, % at 6.5 µM. actives 0.48% (n = 360,000);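 active means inhibition above its plate's cutoff, the mean of tested wells on that plate plus 3 SD, cut at about 29% in these data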;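 further: 0% = Melanotan II alone and 100% = Melanotan II plus saturating MCL0020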
Target sequence (P32245 whole entry, looked up): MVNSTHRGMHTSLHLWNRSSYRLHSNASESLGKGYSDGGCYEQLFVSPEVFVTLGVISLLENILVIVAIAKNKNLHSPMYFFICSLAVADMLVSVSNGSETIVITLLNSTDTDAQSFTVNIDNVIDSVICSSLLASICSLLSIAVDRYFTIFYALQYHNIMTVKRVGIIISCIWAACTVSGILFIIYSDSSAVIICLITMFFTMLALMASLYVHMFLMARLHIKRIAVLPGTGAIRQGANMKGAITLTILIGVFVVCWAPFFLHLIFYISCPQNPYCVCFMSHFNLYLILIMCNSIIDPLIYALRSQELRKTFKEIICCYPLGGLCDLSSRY
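Material – human MC4R-expressing U2OS cells · Repeats – no replicates · Detection – TR-FRET with Eu-cAMP and labeled anti-cAMP, 671 nm · Times – compound 30 min, challenge 1 h, detection 1 h · Compound – single nominal compound dose of 6.5 µM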
NOD2-RIPK2 inh: inhibitors of human NOD2-RIPK2 interaction. O43353. actives 0.38% (n = 360,000). inhibition, % at 4.98 µM. CHO BLA complementation NOD2-RIPK2, CCF4 ratio; in the data active means inhibition above about 21%;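 further: 0% = vehicle only and 100% = reference blocker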
Target sequence (O43353 whole entry, looked up): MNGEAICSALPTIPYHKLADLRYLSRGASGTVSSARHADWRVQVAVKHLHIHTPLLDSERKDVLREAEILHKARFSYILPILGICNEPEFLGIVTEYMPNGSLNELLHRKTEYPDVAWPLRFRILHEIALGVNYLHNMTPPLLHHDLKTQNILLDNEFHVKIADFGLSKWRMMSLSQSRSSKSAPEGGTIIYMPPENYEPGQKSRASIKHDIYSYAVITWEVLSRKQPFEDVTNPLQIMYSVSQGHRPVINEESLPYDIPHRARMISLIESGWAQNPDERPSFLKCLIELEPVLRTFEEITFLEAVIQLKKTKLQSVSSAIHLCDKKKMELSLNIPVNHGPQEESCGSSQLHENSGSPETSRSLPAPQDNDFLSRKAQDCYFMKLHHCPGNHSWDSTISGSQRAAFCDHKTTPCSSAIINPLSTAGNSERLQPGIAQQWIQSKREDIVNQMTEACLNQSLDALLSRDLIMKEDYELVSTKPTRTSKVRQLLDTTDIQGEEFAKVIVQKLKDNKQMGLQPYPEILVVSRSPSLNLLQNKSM
SRC3 inh: inhibits human SRC3 coactivator | inhibition, % at 3.6 µM | actives 0.17% (n = 360,000) | HEK293 GAL4-SRC3 luciferase reporter, luminescence | Q9Y6Q9;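 active means inhibition above a per-campaign cutoff, the mean of all compounds plus 3 SD, cut at about 60% in these data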;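 further: 0% = DMSO-treated cells and 100% = gossypol-treated cells at 36 µM; higher means less SRC3-driven luciferase light from the GAL4 reporter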
TLR9-MyD88 block: blocks human TLR9 binding to MyD88. inhibition, % at 4.98 µM. AID 504734. Q9NR96+Q99836. CHO BLA complementation TLR9-MyD88, CCF4 FRET ratio. actives 0.21% (n = 340,000);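 active means inhibition above the mean over all tested compounds plus 3 SD, cut at about 21% in these data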;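 further: 0% = DMSO only wells and 100% = clavulanate BLA inhibitor control wells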
MC4R barr agon: activates human MC4R beta-arrestin recruitment | U2OS MC4R beta-arrestin complementation, luminescence; percent of melanotan II response, DMSO zero | AID 540308 | activation, % at 8.9 µM | actives 0.98% (n = 360,000);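 active means activation above a per-plate cutoff, the mean activation of sample wells on that plate plus 3 SD, cut at about 8% in these data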
LRH-1 inv ag: NR5A2 inverse agonism in reporter assay. inhibition, % at 3.6 µM. HEK293T StAR-luciferase reporter, LRH-1 transfected, 24 h. O00482. actives 0.13% (n = 360,000). AID 602396;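 active means inhibition above the mean inhibition of all tested compounds plus 3 SD, cut at about 73% in these data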;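 further: 0% = DMSO wells and 100% = reporter-only cells lacking LRH-1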
EBV LMP1 NFkB: reduces LMP1-driven NF-kappaB luciferase signal. LMP1-induced NF-kappaB luciferase reporter cells, luminescence. inhibition, % at 12.5 µM. actives 0.69% (n = 350,000); in the data active means inhibition above about 41%;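 further: 0% = neutral control wells and 100% = reference inhibitor control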
NCOA2 inhibitor: inhibits human steroid receptor coactivator 2 | Q15596 | HEK293 GAL4-SRC2 luciferase reporter, luminescence | inhibition, % at 9 µM | actives 0.17% (n = 370,000) | AID 651957;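 active means inhibition above the mean inhibition of all tested compounds plus 3 SD, set per campaign, cut at about 52% in these data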;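 further: 0% = DMSO treated cells and 100% = cells given Gossypol at 36 µM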
An asterisk follows results filed as active; . = not tested or not shown. The list is partial. The share of hits here may be higher or lower than overall.

ABHD5-PLIN5 inh,NCOA1 inh,COUP-TFII inh,MC4R antagonist,NOD2-RIPK2 inh,SRC3 inh,TLR9-MyD88 block,MC4R barr agon,LRH-1 inv ag,EBV LMP1 NFkB,NCOA2 inhibitor,SMILES
0.2,-69.9,-41.6,-1.0,-14.7,-53.4,5.4,-0.1,-79.2,-5.5,-42.8,COc1c(C)cccc1C(=O)Nc1ccc(N2CCN(S(C)(=O)=O)CC2)cc1
6.0,3.9,20.3,-0.7,-14.1,-18.7,-17.4,-0.8,-14.0,13.9,28.9,O=C(NCC(c1ccco1)N1CCCC1)c1ccc(S(=O)(=O)Nc2ccccc2Cl)cc1 (stereo not given)
5.9,13.8,9.4,4.4,2.5,17.2,7.1,-0.4,11.2,-27.6,-17.9,OCCC1CN(Cc2cc3c(cc2Cl)OCO3)CCN1C1CCCC1 (stereo not given)
10.6,8.1,15.6,3.8,0.9,-3.6,0.5,-1.3,-0.7,2.9,-10.3,C[C@H](CO)N1C[C@H](C)[C@@H](CN(C)Cc2ccccc2)Oc2c(NC(=O)C3CCCCC3)cccc2C1=O
-5.1,-5.7,-0.9,17.2,5.9,-3.5,4.1,0.9,6.9,6.4,18.4,CCOC(=O)c1ccc(S(=O)(=O)N2CCN(CC(=O)NC(=O)NC3CCCCC3)CC2)cc1
0.9,-13.4,-4.5,-0.3,-2.8,-10.0,-4.2,-0.4,-17.1,-10.7,-12.2,Cc1ccccc1NC(=O)NC1CCCCCCC1
-0.8,3.5,2.8,3.6,-8.2,9.5,-11.1,-1.0,4.4,7.6,8.9,CCOC(=O)N1CCN(c2nc(-c3cccc(OC)c3)cc(C(F)(F)F)n2)CC1
-5.9,-15.9,2.3,-3.7,-5.6,2.7,-5.0,-0.6,25.4,1.6,-12.8,Cc1cc(NC(=O)[C@H](C)NC(=O)c2ccco2)ccc1Br
-9.4,6.1,10.1,0.1,-11.4,-11.5,-8.3,-0.3,-9.9,4.0,6.2,COc1ccccc1S(=O)(=O)Cc1ccc(C(=O)NCc2ccc(C)cc2)o1
3.2,-0.6,-5.1,3.6,-9.3,-3.1,2.4,-1.4,-2.5,-3.8,-20.9,CC1(C)CC(=O)C2=C(C1)OC(N)=C(C#N)C2c1ccc2c(c1)OCO2 (stereo not given)
-2.6,11.0,-5.7,-0.1,-1.3,-3.2,-2.2,-1.6,-3.8,-0.9,-20.6,CC(C)n1cc(CN2CCN(CCc3ccccc3)C(CCO)C2)cn1 (stereo not given)
-2.4,-69.8,-26.6,1.8,5.0,-76.0,4.8,-1.4,8.6,-0.1,-11.6,Cc1nn(Cc2ccccc2Cl)c2sc(C(=O)NC(C)(C)C)cc12
5.4,6.9,-30.0,-7.7,3.7,3.8,9.8,-1.8,27.3,70.6*,7.9,Cn1nnnc1Sc1ncnc2scc(-c3ccc(F)cc3)c12
-6.0,-11.8,38.1*,9.0,-7.4,1.1,-11.8,1.1,-1.1,16.3,8.2,Cc1ccc(NC(=O)c2ccc(OCc3c(C)noc3C)cc2)cc1C
0.0,-38.6,-46.5,11.8,-1.7,-35.8,1.7,-0.6,-67.2,-23.7,-31.9,O=C(CSc1nc2ccccc2[nH]1)c1ccco1
2.5,-4.2,7.1,17.4,-2.9,1.2,-3.2,-1.6,-6.6,9.3,-2.7,O=C(CN(C(=O)c1ccco1)c1cccc(F)c1)NCc1ccc(F)cc1
-7.3,-60.2,-35.5,5.0,-5.7,-30.2,-0.5,-0.9,-11.7,-27.0,-42.4,O=C(NCCc1ccccc1)c1cccc(NC(=O)C2CCCCC2)c1
-10.4,-36.6,-1.1,14.0,-5.2,6.4,-3.8,1.3,15.5,36.2,-9.5,Cc1cc(C)n(-c2nc(NCCC(C)C)c3c4c(sc3n2)COC(C)(C)C4)n1
4.5,6.2,2.1,-1.8,-5.3,20.6,4.2,-2.2,-0.3,-1.3,4.0,Cc1ccc(CN2CCN(Cc3cccn3-c3ccccn3)CC2CCO)cc1 (stereo not given)
-1.6,36.4,24.9,1.7,11.2,31.6,6.4,-0.7,-4.3,13.4,25.5,COc1ccc(Nc2ncnc3ccc(C)cc23)cc1
13.1,-11.2,1.1,2.4,-1.6,-4.1,12.3,-0.8,1.0,5.7,-0.7,CC1=NNC(=O)C1CCC(=O)N/N=C/C(Br)=C/c1ccccc1 (stereo not given)
1.4,-18.4,7.1,13.9,-1.0,-21.6,1.7,0.9,-15.5,2.2,-20.6,C=CCNC(=O)Nc1ccc2nc(C)sc2c1
3.4,9.5,-15.3,-1.7,-4.0,-6.8,-3.5,-0.7,-1.9,-0.4,-3.8,Cc1nnc(SCC(=O)NNC(=O)COc2ccc(Br)cc2)n1C
2.9,-21.7,-5.2,7.6,4.0,-37.8,5.0,-1.6,-45.8,-8.0,-36.4,Nc1[nH]n(-c2ccccc2)c(=O)c1N=Nc1ccc2ncsc2c1
-5.4,3.8,3.9,6.9,2.9,-3.9,-7.3,-0.2,-6.1,2.5,-10.6,COc1ccc(Cl)cc1-c1n[nH]c(=S)n1Cc1ccccc1

ABHD5-PLIN5 inh,NCOA1 inh,COUP-TFII inh,MC4R antagonist,NOD2-RIPK2 inh,SRC3 inh,TLR9-MyD88 block,MC4R barr agon,LRH-1 inv ag,EBV LMP1 NFkB,NCOA2 inhibitor,SMILES
3.8,-10.8,-3.4,13.0,-0.1,-12.7,2.0,2.1,-15.7,-6.7,-1.0,CCc1cc(-c2cnnn2CCc2c[nH]c3ccccc23)ccc1-c1cn(CC(C)C)nn1
-0.9,-11.2,7.0,14.1,-6.0,2.5,-7.0,0.0,5.0,6.4,3.0,Cn1c(=O)c2cc(S(=O)(=O)NC(C(=O)Nc3cccnc3)c3ccccc3)ccc2n(C)c1=O (stereo not given)
-6.9,8.2,11.9,0.7,5.9,7.9,-4.2,0.8,-0.4,1.0,-0.4,O=S(=O)(c1cc(Cl)c(Cl)cc1Cl)N1CCN2CCCC2C1 (stereo not given)
0.8,8.9,11.1,7.1,-7.0,7.2,-3.3,1.8,2.3,-2.2,15.5,COc1ccc(NC(=O)C2C3C=CC4(CN(Cc5cccnc5)C(=O)C24)O3)c(OC)c1 (stereo not given)
4.8,0.3,9.6,0.1,-1.9,-22.7,-0.1,0.4,0.1,2.6,-3.2,COc1ccc2cc(S(=O)(=O)NC3CC(C)(C)NC(C)(C)C3)ccc2c1
3.7,-3.6,-1.1,7.4,-3.4,10.4,-6.2,-1.1,-7.7,-0.7,8.4,O=C(CCSCc1cccc(Cl)c1)NC1CCCC1
1.8,-2.3,-3.8,0.1,-0.4,13.1,-7.6,0.5,4.3,-2.3,6.0,CCCC[C@H]1COCCS(=O)(=O)N1Cc1ccc(Br)cc1
-6.6,-5.0,16.5,-1.9,8.1,5.5,-6.1,-4.8,19.1,-10.4,13.2,Cc1[nH]c2ccccc2c1N=Nc1c(C)n(C)n(-c2ccccc2)c1=O
-6.8,-11.2,20.1,-10.8,14.2,-9.8,19.7,-1.5,1.8,6.2,3.1,O=[N+]([O-])c1cc(/C=N/NC(=S)Nc2ccccc2Cl)ccc1Cl
-4.2,-69.1,-16.7,1.1,-4.1,-2.7,-4.8,-0.2,-88.8,-6.6,-23.1,C/C(=N\NC(=O)c1nn(C)cc1Cl)c1ccncc1
-0.4,19.0,-8.4,-0.6,2.3,1.2,1.8,1.4,-21.1,4.3,5.2,Cc1ccc(S(=O)(=O)N2CCOCC2)cc1C(=O)OCC(=O)Nc1ccc2[nH]c(=O)[nH]c2c1
0.5,-7.2,-9.5,15.5,4.0,1.1,9.0,-0.1,2.3,-2.1,-8.8,Cc1ccc(C)c(OCCC(=O)OCC(=O)N2c3ccccc3NC(=O)C2(C)C)c1
-5.4,2.8,-20.8,3.1,0.4,6.4,-6.7,-0.6,6.8,5.4,3.5,CCOc1ccccc1NC(=S)N1CCN(c2ccc(OC)cc2)CC1
4.5,4.1,3.3,-1.3,-14.1,0.4,-4.5,0.4,15.4,-11.2,24.4,CCOc1ccc(N(CC(=O)N2CCN(C(=O)CN(c3ccc(OCC)cc3)S(C)(=O)=O)CC2)S(C)(=O)=O)cc1
0.0,-3.5,-13.9,-2.5,-32.6,-1.6,.,-0.7,7.5,.,-16.2,CC(=O)N=c1c(C#N)cc2c(=O)n3ccccc3nc2n1CCCOC(C)C
0.6,2.9,17.8,-6.5,7.0,-17.4,-1.0,-1.0,0.4,-6.0,-14.2,COc1cccc2c1O/C(=N\O)C(C(=O)Nc1cccc(Br)c1)C2 (stereo not given)
-13.2,-2.2,0.3,3.1,-7.2,18.5,3.5,-1.0,3.6,8.7,-4.2,CC1(OC(=O)C2CCCC2)C(=O)C=C2C=C(c3ccsc3)N(C3CCCCC3)C=C2C1=O (stereo not given)
-3.0,44.3,66.8*,2.1,-3.7,39.4,-2.8,2.0,52.9,23.4,30.6,CC(=O)Nc1ccc(SCC(=O)c2cc(C)n(Cc3cccs3)c2C)cc1
-3.4,-13.7,-11.7,23.3,-10.2,9.1,0.5,-0.7,-6.9,5.6,13.0,CCC(=O)Nc1ccc(S(=O)(=O)N2CCOCC2)cc1
15.8,-2.4,13.8,12.3,-4.9,11.4,1.9,-2.1,26.7,-5.4,-15.7,COc1ccc2sc(-c3ccc(S(C)(=O)=O)cc3)c(C(=O)NCCc3c[nH]c4ccccc34)c2c1
-4.9,19.2,-7.6,14.6,3.6,-2.7,-9.0,-1.5,-12.8,-1.0,10.3,COc1ccc(N(CC(=O)NN=C2CCN(C)CC2)S(=O)(=O)c2ccccc2)c(OC)c1
-2.8,-12.5,-10.8,8.3,-8.7,15.1,3.2,-0.5,1.5,3.8,10.6,Cc1cccc2cc(CN(Cc3ccc4c(c3)OCO4)Cc3nnnn3C3CCCC3)c(=O)[nH]c12
1.6,9.1,-2.7,7.9,-3.8,22.1,-8.0,-0.3,5.2,-0.9,3.6,O=C(COC(=O)COc1ccccc1[N+](=O)[O-])Nc1ccccc1Br
4.5,-1.7,1.1,-7.5,-12.1,1.9,-9.1,0.4,9.9,-2.1,-11.7,CC1CCCC(NC(=O)CSc2ncccn2)C1C (stereo not given)
-1.9,-3.4,-9.8,4.9,-2.6,5.7,-3.9,1.8,-9.3,-4.4,-3.6,Cc1ccc(N2C(=O)N3[C@H](c4ccc(Br)cc4)[C@@H]4C(=O)N(C(C)(C)C)C(=O)[C@@H]4[C@]3(C)C2=O)cc1
4.2,10.1,4.6,11.0,-5.9,8.0,0.3,-1.0,0.0,-7.1,-5.5,O=C(NC1CC1)C1CCN(C(=O)c2ccc(Cl)cc2Cl)CC1
-4.8,-6.6,14.6,1.6,-10.2,7.0,3.8,-0.9,15.1,-15.4,1.5,O=C(Nc1ccccc1N1CCCCC1)c1ccc(-c2cc(Cl)ccc2Cl)o1
